Source: PubChem BioAssay
HPDE-C7K KRASV12: cytotoxicity in KRAS-transformed pancreatic duct cells, primary screen, cell-based, fluorescence, HTS (AID 431). cytotoxicity, % at 10 µM, or EC50 in µM where a hit was titrated. HPDE-C7K KRASV12 cells, Alamar Blue viability, 48 h; higher % means a stronger effect. 1.7% of 63,000 active;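 active = compounds whose percent cytotoxicity in the single-dose primary screen, scaled between solvent and toxic-drug controls, exceeds 50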;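 also: 0% = DMSO solvent wells and 100% = doxorubicin-treated wells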
Alkaline phosphatase: inhibition of tissue-nonspecific alkaline phosphatase – biochemical, luminescent (AID 518). purified TNAP enzyme, luminescent substrate readout; higher % means a stronger effect. inhibition, % at 20 µM, or IC50 in µM where a hit was titrated. 0.09% of 64,000 active; in the data active = a potency from the dose series; inactive = the rest, 99 in 100 with inhibition below about 22%;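 also: plate controls were vehicle for no effect and reference inhibitor for full effect; many of its hits are not listed in these tables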
Spn MK inh: inhibitors of Streptococcus pneumoniae mevalonate kinase; purified MK, PK/LDH-coupled NADH absorbance 340 nm; inhibition, % at 10 µM; 0.48% of 65,000 active;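 active = ranked among the strongest by inhibition in the single 10 µM screen, a fixed top-ranked set picked for dose follow-up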; also: no value below 0 was filed
Bfl-1 inhibitors: Bfl-1 inhibitors, primary screen, biochemical, fluorescence polarization, FITC-Bid, mouse (AID 432) | FITC-Bid BH3 peptide fluorescence polarization displacement; higher % means a stronger effect | displacement, % at 20 µM, or IC50 in µM where a hit was titrated | 0.02% of 64,000 active; in the data active = a potency from the dose series; inactive = the rest, 99 in 100 with displacement below about 15%; also: strong numbers were not always called active
PMK inhibit: inhibitors of Streptococcus pneumoniae phosphomevalonate kinase; 0.49% of 65,000 active; purified PMK, PK/LDH-coupled NADH absorbance 340 nm; inhibition, % at 10 µM; AID 539;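 active = top-ranked compounds by inhibition in the single 10 µM screen, taking a fixed number of the strongest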;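 also: 0% = full reaction with DMSO carrier and 100% = background rate without enzyme reaction; no value below 0 was filed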
HPDE-C7 viability: HPDE-C7 pancreatic duct cell viability loss – fluorescence, HTS (AID 430); cytotoxicity, % at 10 µM; hits with a dose series show EC50 in µM; 1.8% of 63,000 active; HPDE-C7 pancreatic duct cells viability, fluorescence; higher % means a stronger effect;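 also: cells exposed to compound for 48 hours before viability readout; 0% = vehicle and 100% = reference cytotoxic drug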
Spn DPM-DC inh: blocks S. pneumoniae diphosphomevalonate decarboxylase | purified DPM-DC, PK/LDH coupled NADH fluorescence | calls only at 10 µM | 0.49% of 65,000 active | AID 556;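 active = the 320 compounds with the highest percent inhibition in the single-dose primary screen, excluding strongly autofluorescent ones, cut at about 32% in these data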;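 also: kinetic rate of NADH fluorescence loss reporting ADP formed by the decarboxylase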
LYP inhibition: LYP phosphatase inhibitors, primary screen, biochemical, DiFMUP fluorescence, recombinant catalytic domain, 10 µM (AID 606). recombinant LYP catalytic domain, DiFMUP fluorescence; higher % means a stronger effect. inhibition, % at 10 µM, or IC50 in µM where a hit was titrated. 52,000 tested, under 10 active;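 active = IC50 under 40 µM in the dose-response test; inactive = IC50 of 40 µM or more, or never dose-tested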
HT1080 cytotoxicity: HT1080 cell viability loss – fluorescence readout (AID 620); HT1080 viability, fluorescence; higher % means a stronger effect; one-dose cytotoxicity, % at 10 µM; EC50 in µM for titrated hits; 0.42% of 87,000 active;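 also: cells exposed to compound overnight then 4 h with Alamar Blue; 0% = vehicle DMSO and 100% = killing control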
PMK inhibit pilot replicates: second read-out of PMK inhibit, no call of its own (marks repeat the call); inhibition, %; measured here: pilot screen replicates
Spn MK inh pilot replicates: further read-out of Spn MK inh, marked with its call; inhibition, %; measured here: pilot screen replicates
Spn DPM-DC inh pilot screen %: also measured in Spn DPM-DC inh; calls as there; inhibition, %; measured here: pilot screen trials
An asterisk follows results filed as active; i = inactive; · = not tested or not shown. Rule as the data show it, unless noted: active = cytotoxicity above about 50%; inactive = the rest.

SMILES	HPDE-C7K KRASV12	Alkaline phosphatase	Spn MK inh	Bfl-1 inhibitors	PMK inhibit	HPDE-C7 viability	Spn DPM-DC inh	LYP inhibition	HT1080 cytotoxicity	others
COC(=O)C1=CN(C(C)C)C=C(C(=O)OC)C1c1cccc(OC)c1	-5%	-8%	4	-3%	4	-7%	·	4%	2%
N#CCCCN1C(=O)C(O)(CC(=O)c2ccc3c(c2)OCCO3)c2ccccc21 (stereo not drawn)	-12%	17%	14	-8%	7	-28%	i	10%	-36%	PMK inhibit pilot replicates=5.5;Spn MK inh pilot replicates=0.0;Spn DPM-DC inh pilot screen %=0.0
CCOC(=O)C(NCc1ccccn1)(NC(=O)c1cccnc1)C(F)(F)F (stereo not drawn)	4%	10%	8	1%	7	4%	i	·	19%
O=C(CSc1n[nH]c(-c2ccccc2O)n1)N1CCCc2ccccc21	3%	-21%	7	-5%	2	2%	i	2%	-21%
Cc1ccc(C2CC(=O)Nc3cc4c(cc32)OCCO4)s1 (stereo not drawn)	8%	12%	7	2%	8	-5%	i	5%	8%
O=C(NCc1ccco1)C(c1ccccc1F)N(Cc1cccnc1)C(=O)Cn1nnc2ccccc21 (stereo not drawn)	-18%	8%	0	-2%	1	-11%	i	10%	-16%
Cc1c(C(=O)O)c(=S)sn1CCOc1ccccc1	-5%	10%	0	-7%	1	-15%	i	5%	20%
CCOC(=O)c1ccc(NC(=O)Cn2cccc2)cc1	9%	9%	11	-1%	6	10%	i	3%	1%
CCCCOc1ncnc2c1[nH]c1ccc(F)cc12	5%	11%	0	3%	12	5%	i	-3%	10%
COc1ccc2nc3oc(C(=O)N4CCN(c5ccccc5F)CC4)cc3cc2c1	7%	11%	0	-8%	7	-1%	i	1%	-1%
COCCNC(=O)CSc1nc2ccccc2c(=O)n1CC1CCCO1 (stereo not drawn)	-21%	-9%	5	-20%	13	-15%	i	10%	1%
O=C(COC(=O)C1(c2ccc(F)cc2)CCCC1)N1CCN(C(=O)c2ccco2)CC1	1%	13%	24	-7%	10	-2%	i	18%	-4%
O=c1[nH][nH]c(=O)c2cc(N3CCCC3)ccc12	7%	10%	4	-12%	19	-4%	i	-2%	-1%
CCN1C(=O)CC(N2CCC(Nc3ccc(OC)cc3)CC2)C1=O (stereo not drawn)	8%	14%	6	6%	9	1%	i	10%	-2%
O=C(c1ccco1)N1CCN(C(=O)C(Cc2ccccc2)NS(=O)(=O)c2cccs2)CC1 (stereo not drawn)	·	13%	3	-3%	13	·	i	-2%	7%
CC1(C)CC(NC(=O)c2ccccc2Cl)CC(C)(C)N1	-9%	7%	0	-11%	1	4%	i	24%	-6%
COc1ccc(-n2nnc3c(SCC(=O)Nc4ccc5c(c4)OCCO5)ncnc32)cc1	8.3µM*	6%	3	3%	3	8µM*	i	11%	-1%
O=C(CSc1c[nH]c2ccccc12)N1CCOCC1	-7%	10%	0	-6%	19	-17%	i	·	2%
CC(CN1CCOCC1)OC(=O)COc1ccc(F)cc1 (stereo not drawn)	-8%	9%	0	-4%	8	-2%	i	-1%	1%
N#C/C(C(=O)NCc1ccccc1)=C1\SC(CCO)C(=O)N1c1ccccc1 (stereo not drawn)	-3%	1%	7	0%	0	11%	i	12%	3%
CC(=O)N1CCc2cc(S(=O)(=O)Nc3ccccc3N3CCN(C)CC3)ccc21	0%	5%	4	-1%	0	3%	i	16%	6%
O=C(Nc1nc2ccccc2s1)c1ccc(Cl)s1	-1%	12%	0	4%	0	-14%	i	11%	25%
O=C(Cn1cccc1C(=O)c1ccccc1)NCc1ccccn1	-19%	2%	0	-9%	11	-16%	i	4%	6%
CC(CSc1nc2ccccc2s1)Cn1c(N2CCCC2)nc2c1c(=O)[nH]c(=O)n2C (stereo not drawn)	2%	8%	12	-9%	10	-10%	i	-2%	-5%

Filtered by structure, those above with four or more nitrogen atoms
SMILES	HPDE-C7K KRASV12	Alkaline phosphatase	Spn MK inh	Bfl-1 inhibitors	PMK inhibit	HPDE-C7 viability	Spn DPM-DC inh	LYP inhibition	HT1080 cytotoxicity	others
CCOC(=O)C(NCc1ccccn1)(NC(=O)c1cccnc1)C(F)(F)F (stereo not drawn)	4%	10%	8	1%	7	4%	i	·	19%
O=C(CSc1n[nH]c(-c2ccccc2O)n1)N1CCCc2ccccc21	3%	-21%	7	-5%	2	2%	i	2%	-21%
O=C(NCc1ccco1)C(c1ccccc1F)N(Cc1cccnc1)C(=O)Cn1nnc2ccccc21 (stereo not drawn)	-18%	8%	0	-2%	1	-11%	i	10%	-16%
COc1ccc(-n2nnc3c(SCC(=O)Nc4ccc5c(c4)OCCO5)ncnc32)cc1	8.3µM*	6%	3	3%	3	8µM*	i	11%	-1%
CC(=O)N1CCc2cc(S(=O)(=O)Nc3ccccc3N3CCN(C)CC3)ccc21	0%	5%	4	-1%	0	3%	i	16%	6%
CC(CSc1nc2ccccc2s1)Cn1c(N2CCCC2)nc2c1c(=O)[nH]c(=O)n2C (stereo not drawn)	2%	8%	12	-9%	10	-10%	i	-2%	-5%

Additional compounds follow.
SMILES	HPDE-C7K KRASV12	Alkaline phosphatase	Spn MK inh	Bfl-1 inhibitors	PMK inhibit	HPDE-C7 viability	Spn DPM-DC inh	LYP inhibition	HT1080 cytotoxicity	others
CC1(C)C2CCC1(C)C(OC(=O)CSc1nc(N)cc(=O)[nH]1)C2 (stereo not drawn)	6%	5%	5	2%	3	-7%	i	-6%	2%	PMK inhibit pilot replicates=0.0;Spn MK inh pilot replicates=0.0;Spn DPM-DC inh pilot screen %=0.0
CCCCC(CC)C(=O)NCCCN1CCN(CCCNC(=O)C(CC)CCCC)CC1 (stereo not drawn)	-12%	7%	9	-2%	13	-8%	i	14%	2%
CCC(C)(C)n1nnnc1CN(Cc1ccc(Cl)cc1)Cc1ccco1	12%	9%	0	0%	9	-3%	i	-2%	-9%
c1ccc(-c2nnc3n2NC(c2ccc4c(c2)OCO4)S3)cc1 (stereo not drawn)	·	·	27	·	7	·	i	-14%	11%
COc1ccc(-c2cc(C(F)(F)F)nc(NCc3ccco3)n2)cc1OC	4%	1%	6	-10%	0	2%	i	8%	-7%
Cn1cccc1Cc1nnc(SCC(=O)NC2CCCC2)n1-c1ccc(F)cc1	-5%	5%	4	3%	13	-5%	i	-1%	0%
Cc1cc(C)n2nc(SCc3ncc(-c4ccccc4)o3)nc2n1	-9%	-3%	7	1%	9	-11%	i	·	-9%
CCN1CCc2nc(NC(=O)c3ccc4c(c3)OCCO4)sc2C1	·	·	3	·	11	·	i	2%	4%
O=C(OCC#CCSc1nnc(-c2ccccc2)o1)c1cccs1	-4%	22%	6	-10%	0	-17%	i	3%	1%	PMK inhibit pilot replicates=0.0;Spn MK inh pilot replicates=0.0;Spn DPM-DC inh pilot screen %=3.5
Cc1nnc2sc(-c3ccc(-c4ccc(Cl)c(C(F)(F)F)c4)o3)nn12	4%	31%	12	3%	10	-12%	·	·	-16%
O=C1c2cccnc2C(=O)N1Cc1ccc(F)cc1	-15%	-2%	3	-14%	16	-19%	i	0%	6%
COc1cc(OC)c(NC(=O)c2ccc(Br)o2)cc1Cl	12%	-1%	6	-5%	9	12%	i	-6%	22%
CCc1cc2cccc(C)c2nc1SCC(=O)N1CCN(C(=O)c2ccco2)CC1	12%	5%	4	0%	6	1%	i	10%	-1%
O=S(=O)(N1CCCCC1)n1nnc2ccccc21	·	11%	2	-5%	2	·	i	-1%	-1%
Clc1ccc(CN2C3=NCCN3c3ccccc32)cc1	1%	7%	5	-4%	10	-28%	i	-7%	41%
Cc1cc(O)ccc1Nc1nc2ccccc2nc1Nc1ccc(O)cc1C	34%	19%	18	-1%	0	22%	i	-3%	7%
Cc1nnc2n1NC(c1ccc(Cl)cc1)C(C(=O)N1CCC(C)CC1)S2 (stereo not drawn)	-15%	-2%	4	-1%	14	3%	i	-21%	-14%
O=C(/C=C/c1ccccc1)c1ccccc1	56%*	18%	3	-1%	6	45%	i	19%	-9%	PMK inhibit pilot replicates=1.5;Spn MK inh pilot replicates=0.0;Spn DPM-DC inh pilot screen %=0.0
O=C(NCc1nc2ccccc2[nH]1)c1cccs1	-2%	6%	5	-7%	0	-12%	i	·	-1%
CC(=O)OCC(OC(C)=O)C(OC(C)=O)C(OC(C)=O)C(=O)Nc1ccc(C)cc1C (stereo not drawn)	15%	8%	7	0%	11	8%	i	11%	7%
O=C(NCc1ccc(F)cc1)c1cc(-c2ccco2)on1	21%	19%	0	1%	15	8%	i	5%	3%	PMK inhibit pilot replicates=2.5;Spn MK inh pilot replicates=1.5;Spn DPM-DC inh pilot screen %=0.0
Cc1nn(Cc2ccccc2Cl)c(C)c1NC(=O)C1C2CCC(O2)C1C(=O)O (stereo not drawn)	0%	10%	7	-2%	9	-16%	i	3%	2%	PMK inhibit pilot replicates=1.5;Spn MK inh pilot replicates=0.0;Spn DPM-DC inh pilot screen %=0.5
Cc1cc2oc(C(=O)NC3CCS(=O)(=O)C3)c(C)c2cc1C (stereo not drawn)	4%	6%	5	-10%	1	-23%	i	-7%	-2%	PMK inhibit pilot replicates=2.5;Spn MK inh pilot replicates=5.5;Spn DPM-DC inh pilot screen %=3.0
OCCN1CCN(CCCN2c3ccccc3Sc3ccc(C(F)(F)F)cc32)CC1	9.7µM*	15%	7	-12%	8	13µM*	i	20%	92%*	PMK inhibit pilot replicates=2.0;Spn MK inh pilot replicates=0.0;Spn DPM-DC inh pilot screen %=7.0
COCCCNS(=O)(=O)c1ccccc1	33%	19%	2	-6%	0	6%	i	·	0%
CC1(C)CC(=O)C2=C(C1)NC(Nc1nc3ccccc3o1)=NC21CCCCC1	13%	6%	3	1%	1	16%	i	11%	-3%
COc1ccc(-c2nnc(SC(C)C(=O)Nc3cccc(Cl)c3)o2)cc1 (stereo not drawn)	8%	1%	8	-6%	9	10%	i	6%	3%
CC(=O)c1c(C)[nH]c(C(=O)OC2CCCCC2=O)c1C (stereo not drawn)	-13%	12%	0	8%	15	-7%	i	7%	7%
CC(NC(=O)c1nn(C)c(=O)c2ccccc12)c1ccccc1 (stereo not drawn)	-18%	4%	9	-2%	8	-7%	i	12%	1%
